# procasp3 activ – activators of human procaspase-3 D3A mutant, primary screen, biochemical, absorbance, PC-3 D3A mutant, single concentration | Caspase-3 (Homo sapiens), P42574 | recombinant procaspase-3 D3A, Ac-DEVD-pNA absorbance 405 nm | activation, % at 8.5 µM | 330,000 compounds, 0.11% hits;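 active = activation above the mean of all tested compounds plus 3 SD, cut at about 21% in these data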;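 also: 0% = DMSO alone and 100% = DMSO wells spiked with extra 5 µM PC-3 D3A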
#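 assay system = Procaspase-3 D3A mutant | signal = absorbance at 405 nm, 0 and 120 min | times = 1 h preincubation plus 2 h reaction at 25 °C | repeats = single replicate | read-out = % activation between DMSO and enzyme-spiked controls | medium = Zinc-free HEPES saline buffer with Triton X-100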
# ZTA counter – blocks Epstein-Barr virus ZTA, an EBNA-1 counter-screen; P03206; ZTA-DNA binding, fluorescence polarization; inhibition, % at 11 µM; 320,000 compounds, 0.15% hits; in the data active = inhibition above about 33%
# AHR act – AHR activators, primary screen, cell-based, luminescence, luciferase reporter, human | Aryl hydrocarbon receptor (Homo sapiens), P35869 | AHR-responsive luciferase reporter cells | activation, % at 5 µM | 320,000 compounds, 2.5% hits | AID 2796, 2010; in the data active = activation above about 47%;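 also: 0% = vehicle wells and 100% = reference agonist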
# proCasp7 act – procaspase-7 activators, primary screen, counter-screen for procaspase-3 activator project, biochemical, absorbance, HTS, human. 330,000 compounds, 0.093% hits. recombinant procaspase-7, Ac-DEVD-pNA absorbance 405 nm; D23A/D198A/D206A triple mutant, cannot self-cleave; scale: DMSO 0, 5 µM enzyme 100. activation, % at 8.5 µM. AID 463210, 2010. Caspase-7 (Homo sapiens), P55210;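 active = percent activation above the screen-wide mean plus 3 SD, cut at about 25% in these data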
#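 Material: Procaspase-7 triple mutant (PC-7 D3A) | Quantity: 2 µM procaspase-7 mutant as dispensed | Reagent: DEVD-pNA substrate | Times: 1 h preincubation, 2 h reaction | Technique: 405 nm absorbance of p-nitroaniline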
# EBNA-1 inh – EBNA-1 DNA-binding inhibitors, primary screen, biochemical, fluorescence polarization; inhibition, % at 14.8 µM; 300,000 compounds, 0.34% hits; AID 1950, 2009; in the data active = inhibition above about 28%
# MEP2-GFP yeast – modulators of MEP2-GFP levels in yeast, primary screen, S. cerevisiae, multiplex flow cytometry, MLPCN library; GFP response vs DMSO, % at 10 µM; S. cerevisiae MEP2-GFP strain, 3 h; 100% = DMSO control level; 330,000 compounds, 0.51% hits;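 active = GFP response versus DMSO above a set limit, roughly screen mean plus 3 SD, cut at about 180% in these data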;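 also: median GFP fluorescence of the barcode-gated MEP2-GFP cells per well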
# LAP4 TOR yeast – modulators of LAP4-GFP expression in yeast, primary screen, S. cerevisiae, multiplex flow cytometry, MLPCN library; 3 h; median GFP as percent of DMSO wells; GFP response vs DMSO, % at 10 µM; 320,000 compounds, 0.34% hits; AID 2023, 2009;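 active = GFP response vs DMSO above a set limit, about the screen mean plus 3 SD, cut at about 150% in these data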
# RPL19A TOR yeast – RPL19A-GFP expression modulators in yeast, primary screen, cell-based, S. cerevisiae, multiplex flow cytometry, MLPCN | S. cerevisiae RPL19A-GFP strain, 3 h; hits give low values | percent response vs DMSO, % at 10 µM | 330,000 compounds, 0.3% hits;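 active = percent response vs DMSO below 50%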;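 also: median channel GFP fluorescence of the barcoded RPL19A-GFP strain; ratio of sample median GFP to plate DMSO average so 100% = DMSO; lower means less RPL19A-GFP as with rapamycin TOR inhibition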
# Active calls of the source: *; · = no result given; [ ] = dose if it differs, or a comment. Random draw from the library; 3.8% or so of the library scored in one or more.
1) FC(F)(F)c1nc2ccccc2c2nc3ccccc3n12
2) O=C(COC(=O)c1ccc2ncsc2c1)NC(=O)NCc1ccccc1
3) COc1cccc(/C=N/NC(=O)CN2CC(c3ccccc3)CC2=O)c1OC (stereo not given)
4) Cc1ccccc1C1=Nn2c(nnc2-c2ccco2)SC1
5) CCN1CCN(C(=O)c2cccc(OC3CCN(S(C)(=O)=O)CC3)c2)[C@@H](C)C1=O
6) CCN(Cc1ccccc1)C(=O)Cc1ccc(OC)c(S(=O)(=O)N2CCOCC2)c1
7) CC1=Nc2ccccc2/C1=C/c1sc(=O)n(CC(=O)N2CCCC2)c1O
8) O=C1c2nccnc2C(=O)N1c1ccc(F)cc1
9) Nc1ccc(O)c2ccccc12
10) Cc1ccc(NC(=O)CSc2nnc(NC(=O)C3CC3)s2)cc1C
compound no.	1	2	3	4	5	6	7	8	9	10
procasp3 activ	5	-8	4	2	2	-1	0	-4	-8	2
ZTA counter	6	-6	-11	7	-11	-6	-5	-4	-7	2
AHR act	50*	0	0	0	4	-1	21	8	57*	4
proCasp7 act	0	3	1	3	4	-4	7	-9	-17	2
EBNA-1 inh	-3	7	-2	5	2	5	-8	11	2	11
MEP2-GFP yeast	105	108	102	112	88	93	98	108	183*[may fluoresce violet]	98
LAP4 TOR yeast	83	100	95	126	80	104	97	104	95[may fluoresce violet]	90
RPL19A TOR yeast	105	102	107	101	97	93	96	107	51[may fluoresce violet]	93

# 2 of these compounds in a different format:
cpd	SMILES	procasp3 activ	ZTA counter	AHR act	proCasp7 act	EBNA-1 inh	MEP2-GFP yeast	LAP4 TOR yeast	RPL19A TOR yeast
7	CC1=Nc2ccccc2/C1=C/c1sc(=O)n(CC(=O)N2CCCC2)c1O	0	-5	21	7	-8	98	97	96
8	O=C1c2nccnc2C(=O)N1c1ccc(F)cc1	-4	-4	8	-9	11	108	104	107

# Next section:
11) CCOc1ccccc1NC(=O)Cc1ccccc1OC
12) CC1(C)OC(c2ccccc2)=C/C(=C\C=N\NC(=O)c2ccncc2)O1
13) CN(CC(=O)Nc1ccc(N2CCOCC2)cc1)C(=O)CSc1ccc(Br)cc1
14) CCCn1cnc2cc(NCc3ccccc3O)ccc21
15) CCOc1ccccc1OCCC(=O)NNC(=O)Cn1nc(C)cc1C
16) C=CCN(CC=C)CCOc1ccc(OC(C)C)cc1
17) O=C1c2ccccc2C(=O)N1CCc1nc2ccccc2c(=O)n1CCCn1ccnc1
18) O=C1c2ccccc2C2(c3ccccc3)NCCCN12 (stereo not given)
19) O=C(c1cc(-c2ccco2)nn1-c1cccc(Cl)c1)N1CCCCC1
20) CCCCn1c(NC(C)=O)c(C#N)c2nc3ccccc3nc21
compound no.	11	12	13	14	15	16	17	18	19	20
procasp3 activ	3	10	-3	8	0	0	-10	-9	-16	0
ZTA counter	-10	-10	-2	-5	-5	2	3	-8	-14	-10
AHR act	23	7	3	12	-1	7	1	1	12	40
proCasp7 act	-14	-6	3	-2	5	6	1	3	-11	-1
EBNA-1 inh	-8	1	1	-9	-7	0	-4	2	-4	4
MEP2-GFP yeast	123	98	95	95	93	96	107	99	99	96
LAP4 TOR yeast	105	·	98	98	100	87	101	101	99	98
RPL19A TOR yeast	89	97	96	96	89	108	98	88	99	95

21) Cc1cc(=O)c2c(o1)CC(C)(C)CC2=O
22) CCOC(=O)c1[nH]c(C)c(C(=O)OCC(=O)NCc2ccc(OC)cc2)c1C
23) CN(C)c1ccc(C(=O)Nc2ccc(S(=O)(=O)Nc3nccs3)cc2)cc1
24) COc1ccccc1C(=O)Nc1nnn(C)n1
25) CCOC(=O)C(=CNc1ccc2c(c1)c1ccccc1n2CC)C(=O)OCC
26) Cc1ccc(O)c(NC(=O)C2CC(c3cccc(Br)c3)=NO2)c1 (stereo not given)
27) C/C(=N\OC(=O)c1ccc(F)cc1)c1ccc(F)c(F)c1
28) O=C(CN1CCN(Cc2ccccc2)CC1)c1ccccc1
29) CCOC(=O)C1=CC[C@@H](c2cc3cc(OC)ccc3n2C)N(S(=O)(=O)c2ccc(C)cc2)[C@H]1C(=O)OCC
30) CS(=O)(=O)N(Cc1ccc(C(=O)NCCSc2ccccn2)cc1)c1ccccc1
compound no.	21	22	23	24	25	26	27	28	29	30
procasp3 activ	2	5	-3	3	4	0	3	-3	-2	4
ZTA counter	-2	2	9	-9	1	9	13	7	·	-16
AHR act	-1	8	9	5	10	6	1	-1	4	5
proCasp7 act	-4	-4	8	7	0	0	8	2	8	3
EBNA-1 inh	-5	·	8	-18	-13	-3	2	3	·	1
MEP2-GFP yeast	104	103	100	93	104	106	100	90	95	102
LAP4 TOR yeast	97	102	73	90	118	97	117	96	103	91
RPL19A TOR yeast	99	100	109	100	105	96	100	89	95	101

31) CCOC(=O)CN1CCS(=O)(=O)CC1
32) N#Cc1cccc(CN2CCC(=O)N([C@H](CO)c3ccccc3)CC2)c1
33) Cc1ccc(/C=N/NC(=S)NCCc2ccccc2)s1
34) COc1ccc(NC(=O)c2ccc(N3C(=O)C4CC=C(C)CC4C3=O)cc2)c(OC)c1 (stereo not given)
35) C[C@@H]1COC(=O)[C@H](NC(=O)OCC2c3ccccc3-c3ccccc32)C/C=C\C[C@@H](CC(=O)N[C@@H](CO)Cc2ccccc2)C(=O)N1
36) Cc1cc(C)nc(N(C#N)S(=O)(=O)c2ccccc2Cl)n1
37) CC(C)(C)c1ccc(C(=O)Nc2ccccc2C(=O)NCCN2CCOCC2)cc1
38) CC(C)c1ccc(NC(=O)CSc2nc(=O)n(CCCN3CCOCC3)c3c2CCC3)cc1
39) CCCS(=O)(=O)c1nc(S(=O)(=O)c2ccc(C)cc2)c(NCCN2CCOCC2)s1
40) COc1ccc(OC)c(-c2nc(CN(C)C(C)c3ccncn3)c(C)o2)c1 (stereo not given)
compound no.	31	32	33	34	35	36	37	38	39	40
procasp3 activ	-3	12	2	3	0	-5	4	-2	6	-1
ZTA counter	5	6	8	22	·	-12	-1	-3	-7	-17
AHR act	2	0	25	0	1	10	8	0	-3	5
proCasp7 act	8	0	4	0	16	-2	-2	5	-8	3
EBNA-1 inh	-2	12	-3	3	·	-9	3	6	-8	-5
MEP2-GFP yeast	123	102	108	106	89	103	106	94	98	92
LAP4 TOR yeast	113	98	94	107	93	96	105	88	89	95
RPL19A TOR yeast	100	94	101	111	95	103	98	97	99	89

# 3 structures already listed, ordered by formula weight, lowest first:
37) CC(C)(C)c1ccc(C(=O)Nc2ccccc2C(=O)NCCN2CCOCC2)cc1
34) COc1ccc(NC(=O)c2ccc(N3C(=O)C4CC=C(C)CC4C3=O)cc2)c(OC)c1 (stereo not given)
39) CCCS(=O)(=O)c1nc(S(=O)(=O)c2ccc(C)cc2)c(NCCN2CCOCC2)s1
compound no.	37	34	39
procasp3 activ	4	3	6
ZTA counter	-1	22	-7
AHR act	8	0	-3
proCasp7 act	-2	0	-8
EBNA-1 inh	3	3	-8
MEP2-GFP yeast	106	106	98
LAP4 TOR yeast	105	107	89
RPL19A TOR yeast	98	111	99

# Next section.
41) CC1CCCN(C(=O)C2CCN(S(=O)(=O)c3cccc4nsnc34)CC2)C1 (stereo not given)
42) O=C(NCc1ccc(Cl)cc1)c1cccc2c1C(=O)N(CC1CCCO1)C2 (stereo not given)
43) COc1ccc(C(=O)COc2ccc(F)cc2)c(O)c1
44) CSCCC(NS(=O)(=O)c1ccc(F)cc1)C(=O)NCc1ccc(S(N)(=O)=O)cc1 (stereo not given)
45) Nc1nnc(SCCCC(=O)c2ccccc2)s1
46) CC(NCC(=O)NCC(=O)Nc1ccc(F)cc1)c1cccc(C(F)(F)F)c1 (stereo not given)
47) CC1=C/C(=C\C=C(C#N)C#N)N(C)c2ccccc21
48) C/C(=N/NC(=O)Cc1ccccc1)c1ccc(C)s1
49) O=C(Nc1nnc(COc2ccccc2)s1)Nc1ccccc1F
50) N#C/C(=C\c1cccc(OCC(=O)O)c1)c1nc2ccccc2[nH]1
compound no.	41	42	43	44	45	46	47	48	49	50
procasp3 activ	4	-1	5	2	-4	-7	-1	-5	1	0
ZTA counter	7	4	-11	-6	-6	·	21	-14	-2	-14
AHR act	-1	9	1	2	3	0	-5	19	11	21
proCasp7 act	4	-2	6	8	-1	9	-1	0	2	-6
EBNA-1 inh	6	-2	1	-1	-3	·	3	-11	4	-6
MEP2-GFP yeast	89	100	95	99	112	97	134	112	115	106
LAP4 TOR yeast	92	107	101	103	92	95	140	95	·	104
RPL19A TOR yeast	92	107	92	96	111	93	105	99	110	103

# The last 2 compounds of the part above lead into the next.
49) O=C(Nc1nnc(COc2ccccc2)s1)Nc1ccccc1F
50) N#C/C(=C\c1cccc(OCC(=O)O)c1)c1nc2ccccc2[nH]1
51) CCc1nnc(NC(=O)CCC(=O)N2CCN(Cc3ccc(F)cc3)CC2)s1
52) CC(=O)c1ccc(NC(=S)NNC(=O)NC2CCCCC2)cc1
53) COCCn1c(SCC(=O)Nc2ccc(NC(C)=O)cc2)nc2c([nH]c3ccccc32)c1=O
54) COc1cccc(NC(=O)N2CCCC2C(=O)NC2CC2)c1 (stereo not given)
55) Cc1ccc(-c2csc(N/N=C/C=C/c3ccccc3)n2)cc1
56) CC(OC(=O)c1cc(=O)[nH]c2ccccc12)C(=O)N1C(C)CCCC1C (stereo not given)
57) COc1ccc(C(C)=O)cc1CSc1nnc(-c2ccc(Cl)cc2)n1-c1ccccc1
58) Cc1ccc(C(=O)NC(=S)NCc2ccccc2)cc1Br
59) CCOC(=O)C1=C(C)NC(C)=C(C(=O)OCC)C1C1=COCCO1
60) Cc1ccc(CNS(=O)(=O)CCNC(=O)c2ccccc2)cc1
compound no.	49	50	51	52	53	54	55	56	57	58	59	60
procasp3 activ	1	0	10	-11	13	-12	-21	5	-6	3	2	8
ZTA counter	-2	-14	0	10	0	5	1	-1	3	2	-17	3
AHR act	11	21	0	11	74*	0	2	3	4	9	15	-1
proCasp7 act	2	-6	8	-33	9	3	-15	8	0	-21	4	10
EBNA-1 inh	4	-6	-4	1	24	-14	-3	·	-8	3	-1	9
MEP2-GFP yeast	115	106	102	98	116	99	101	101	95	103	106	91
LAP4 TOR yeast	·	104	107	99	91	99	107	102	100	118	105	96
RPL19A TOR yeast	110	103	105	97	101	100	96	99	101	97	94	90

61) O=C(c1ccco1)N1CCN(CC(=O)N2CCCc3c2c(=O)oc2ccc(O)cc32)CC1
62) N#CC(C#N)=Cc1cccn1-c1ccc(C(=O)O)cc1
63) CCc1ccc(S(=O)(=O)NC(=S)Nc2ccccc2)cc1
64) Cc1ccc(NC(=O)CCNCc2ccco2)cc1S(=O)(=O)N(C)C
compound no.	61	62	63	64
procasp3 activ	1	-6	-15	4
ZTA counter	7	5	17	-2
AHR act	0	1	0	2
proCasp7 act	2	-3	-2	7
EBNA-1 inh	-2	-9	4	-10
MEP2-GFP yeast	104	105	96	99
LAP4 TOR yeast	94	106	93	109
RPL19A TOR yeast	103	107	86	102

# 4 entries from above, bar-delimited:
no. | mol | procasp3 activ | ZTA counter | AHR act | proCasp7 act | EBNA-1 inh | MEP2-GFP yeast | LAP4 TOR yeast | RPL19A TOR yeast
61 | O=C(c1ccco1)N1CCN(CC(=O)N2CCCc3c2c(=O)oc2ccc(O)cc32)CC1 | 1 | 7 | 0 | 2 | -2 | 104 | 94 | 103
62 | N#CC(C#N)=Cc1cccn1-c1ccc(C(=O)O)cc1 | -6 | 5 | 1 | -3 | -9 | 105 | 106 | 107
63 | CCc1ccc(S(=O)(=O)NC(=S)Nc2ccccc2)cc1 | -15 | 17 | 0 | -2 | 4 | 96 | 93 | 86
64 | Cc1ccc(NC(=O)CCNCc2ccco2)cc1S(=O)(=O)N(C)C | 4 | -2 | 2 | 7 | -10 | 99 | 109 | 102
